Assay outcomes: PubChem, National Center for Advancing Translational Sciences (NCATS)
GAA glycogen mod = alters human alpha-glucosidase cleavage of glycogen. P10253. recombinant GAA, glycogen substrate, Amplex Red glucose oxidase fluorescence. Potency, µM (series often up to 76.4 µM), for the others: at the highest dose activity change, negative = inhibition, usual class: inhibitors. 0.38% of 300,000 active;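 also: 0% = full enzyme reaction and -100% = no-enzyme basal signal; the screen sought inhibitors and activators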
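Natural-substrate format: glycogen cleavage by 4 nM human enzyme, glucose read by Amplex Red coupling (Ex 573, Em 610 nm). Normalized to enzyme and no-enzyme controls.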
ALDH1A1 inh = inhibitors of human aldehyde dehydrogenase 1A1. Potency, µM (titrated, usually from 75.3 µM), for inactives: at the top dose activity, negative = inhibition, most hits filed as inhibitors. Purified ALDH1A1, NADH fluorescence, propionaldehyde substrate. 7.3% of 220,000 active. P00352. AID 1030; active = well fitted inhibition curve with a large enough effect, not every such curve was filed as active; inconclusive = small, poorly fitted or top-dose-only effect, or another doubt; inactive = no such curve, though single readings can be large or run the other way;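 also: plate controls were no enzyme wells and a reference inhibitor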
Target sequence (P00352 whole entry, looked up): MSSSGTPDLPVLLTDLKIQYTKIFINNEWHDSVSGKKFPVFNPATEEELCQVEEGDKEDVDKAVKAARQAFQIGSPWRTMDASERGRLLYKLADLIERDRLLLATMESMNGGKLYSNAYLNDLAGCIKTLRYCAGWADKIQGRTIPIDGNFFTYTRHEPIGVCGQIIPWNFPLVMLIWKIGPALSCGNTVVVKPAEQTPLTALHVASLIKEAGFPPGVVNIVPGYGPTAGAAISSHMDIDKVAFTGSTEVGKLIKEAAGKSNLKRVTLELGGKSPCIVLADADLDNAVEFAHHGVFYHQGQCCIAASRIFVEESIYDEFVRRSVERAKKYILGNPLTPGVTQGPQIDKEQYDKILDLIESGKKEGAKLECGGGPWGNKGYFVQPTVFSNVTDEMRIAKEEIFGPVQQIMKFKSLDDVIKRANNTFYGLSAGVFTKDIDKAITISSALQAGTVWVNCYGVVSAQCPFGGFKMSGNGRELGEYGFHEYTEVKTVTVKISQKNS
Tau fluor cs = counter-screen for tau fibril formation inhibitors; 0.93% of 280,000 active; tau K18 P301L Alexa594 fluorescence, heparin fibrillization; Potency, µM (highest dose often 57.7 µM), without a hit: top-dose activity change, negative = decrease; also: % is scaled to controls: 0 for no effect and ±100 for the full control effect; nearly all actives have a fitted effect of over 55% in size
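Human tau K18 P301L (15 uM unlabeled, 0.24 uM Alexa 594-labeled) in 100 mM sodium acetate pH 7 with 20 uM heparin, 6 hr at 37 C. ThT 30 uM added, 1 hr ambient; Alexa 594 FP and total fluorescence read at 555/632 nm.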
NPSR antagonist = antagonists of human neuropeptide S receptor cAMP signaling; 1% of 220,000 active; Q6W5P4; Potency, µM (series often up to 38.3 µM), for the others: at the highest dose activity change, negative = inhibition, actives largely listed as inhibitors; AID 1461; CHO-NPSR cells, cAMP TR-FRET, antagonist mode; also: % is scaled to controls: 0 for no effect and ±100 for the full control effect; nearly all actives have a fitted effect of over 50% in size; many of its hits are not listed in these tables
Target sequence (Q6W5P4 whole entry, looked up): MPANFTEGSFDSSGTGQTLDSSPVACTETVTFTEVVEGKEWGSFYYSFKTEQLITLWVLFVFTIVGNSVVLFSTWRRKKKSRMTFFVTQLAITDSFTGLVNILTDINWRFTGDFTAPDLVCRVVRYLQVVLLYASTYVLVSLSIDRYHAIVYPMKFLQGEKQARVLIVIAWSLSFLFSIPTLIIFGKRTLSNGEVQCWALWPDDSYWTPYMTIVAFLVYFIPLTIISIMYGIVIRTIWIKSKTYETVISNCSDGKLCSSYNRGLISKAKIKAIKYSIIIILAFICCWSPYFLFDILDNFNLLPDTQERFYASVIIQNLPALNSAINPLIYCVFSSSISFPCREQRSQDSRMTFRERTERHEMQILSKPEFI
Epigenetic derep = derepresses silenced GFP reporter in murine cells; murine LDR cells, GFP reporter derepression, 30 h; Potency, µM (top dose mostly 53.9 µM), inactives show top-dose GFP activation, usual class: activators; 0.2% of 280,000 active; also: % of control where 0% means no effect; nearly all actives have a fitted effect of over 60% in size
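Murine LDR cells carrying a silenced, genomically integrated CMV-driven GFP reporter were exposed to compound for 30 hours at 37 C. After PBS washes, GFP-positive cells (20–120 um objects) were counted by laser-scanning microplate cytometry.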
aGlu spleen mod = inhibits or activates alpha-glucosidase in human spleen homogenate | Potency, µM (series often up to 79.9 µM), without a hit: at the highest dose activity change, negative = inhibition, actives largely listed as inhibitors | P10253 | human spleen homogenate, 4-MU-alpha-glucoside fluorescence | AID 2112 | 0.006% of 240,000 active;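 also: 0% = enzyme with vehicle and -100% = no enzyme basal signal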
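Compounds were titrated against alpha-glucosidase in spleen homogenate at pH 5.0, with 1 mM 4-methylumbelliferyl substrate for 40 min at 37 C. Reactions were quenched with pH 10 NaOH/glycine and fluorescence measured.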
GLA spleen mod = alpha-galactosidase A (human) modulation. P06280. human spleen homogenate, 4MU-alpha-Gal fluorescence, 40 min. Potency, µM (titrated, usually from 80 µM), inactives show at the top dose activity change, negative = inhibition, actives largely listed as inhibitors. 0.008% of 240,000 active. AID 2107;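 also: 0% = enzyme with vehicle and -100% = no enzyme basal signal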
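Fluorogenic readout (Ex 365/Em 440 nm) of 4-methylumbelliferone released from 1 mM 4-MU-alpha-galactoside by spleen homogenate, 40 min at 37C, pH 5.0. Data normalized to no-enzyme and enzyme controls; Hill-equation AC50 from compound titrations.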
GAA inh = alpha-glucosidase (human) inhibition; P10253; Potency, µM (highest dose often 76.9 µM), for inactives: at the highest dose activity change, negative = inhibition, actives largely listed as inhibitors; AID 1466; 0.005% of 200,000 active; purified human GAA, 4-MU-alpha-glucoside fluorescence;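 also: plate controls were uninhibited enzyme wells for no effect and no-enzyme background for full effect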
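Fluorogenic assay: 4 nM human alpha-glucosidase with 400 uM 4-methylumbelliferyl-alpha-D-pyranoside in 50 mM citrate/phosphate, 0.005% Tween-20, pH 5.0, 20 min at room temperature. Compounds tested up to 77 uM; AC50 from Hill fits.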
* = called active by the depositor; ? = inconclusive; . = not tested or not shown; [ ] = dose if it differs, or a comment. Unless noted, calls follow the shape of the dose curve; as a rule, active = well fitted curve in the direction sought with a large enough effect; inconclusive = small, poorly fitted or top-dose-only effect, or another doubt; inactive = no such curve, though single readings can be large; an effect the other way counts as inactive or inconclusive. Potency is read from the fitted curve at half-maximal effect.

Values run as follows: NPSR antagonist	ALDH1A1 inh	Epigenetic derep	Tau fluor cs	GAA inh	GLA spleen mod	GAA glycogen mod	aGlu spleen mod
- Cc1ccc(SCC2(O)CCN(C(=O)c3ccc(Cl)cc3)CC2)cc1
 : -10%[46.1 µM]	?	-1.4%	-10%	-4%	-13%	3%	-2%
- CCC(C)(C)NC(=O)Cc1ccc(F)cc1
 : 3%	6%	-4.3%	7%	9%	3%	-9%	-9%
- CNC(=O)[C@@]1(Cc2ccccc2)C=C[C@@H](C)N1C(=O)OC
 : .	-7%	2.2%	-1%	.	-19%	.	-3%
- COc1ccc(C)cc1NS(=O)(=O)c1cn(C)c(=O)n(C)c1=O
 : 4%[46.1 µM]	2%	1.7%	-1%	-5%[15.4 µM]	-16%	9%	-22%
- Cc1ccccc1S(=O)(=O)Cc1ccc(C(=O)N2CC(C)CC(C)C2)o1 (stereo unspecified)
 : -10%[46.1 µM]	-7%	0.7%	-5%	-3%	1%	6%	-4%
- Cn1c2c(c(=O)n(C)c1=O)NC1(N2)C(=O)Nc2ccccc21 (stereo unspecified)
 : -1%	?	2.2%	-4%	?	3%	1%	3%
- O=S(=O)(NCCc1ccccc1)c1cccc2cccnc12
 : 5%	4%	0.1%	-13%	-23%	3%	7%	1%
- Cc1ccc(NC(=O)c2ccccc2Cl)c(Cl)c1
 : -7%[46.1 µM]	9%	-2.1%	-9%	-2%	-18%	9%	-19%
- Cc1ccccc1C(=O)NC(CC(C)C)C(=O)Nc1cccc(S(=O)(=O)N(C)C)c1 (stereo unspecified)
 : -7%	10%	11%	-1%	-5%	-8%	4%	-7%
- O=C(O)c1ccc([N+](=O)[O-])c(CS(=O)(=O)c2ccc(Cl)cc2)c1
 : 4%	-15%	-0.4%	5%	3%	-9%	6%	1%
- O=[N+]([O-])c1cccnc1NCCc1ccccc1
 : 6%	0%	-1.1%	-12%	.	9%	-2%	2%
- CCCCN(CC)C(=O)c1ccc(Cl)cc1
 : 3%	1%	-3.8%	5%	2%	2%	8%	6%
- Cc1ccc(S(=O)(=O)N(C)C)cc1-n1c(SCC(=O)Nc2ccccc2)nc2ccccc2c1=O
 : -5%	-12%	0.0%	-27%	-15%	-6%	6%	-5%
- COc1ccc(-n2nnnc2Sc2ccc(S(=O)(=O)N3CCOCC3)cn2)cc1
 : 0%[46.1 µM]	2.8µM*	1.2%	-4%	-15%	-5%	13%	4%
- COc1cccc(CN(c2ccc3c(c2)CCC3)S(=O)(=O)c2ccc(-n3cnnn3)c(OC)c2)c1
 : 7%	2.5µM*	0.9%	-15%	-6%	4%	-2%	0%
- O=C(Nc1ccccc1)c1cccnc1NCCc1ccccc1
 : -34%	-12%	1.9%	?	-6%	?	-9%	-6%
- CN(C)C(=C(C#N)C#N)N1CCN(c2ccc(Cl)c(Cl)c2)CC1
 : -2%[46.1 µM]	9%	0.0%	-12%	-5%	-12%	4%	-4%
- Cc1c(C)n(C(=O)CN2CCC(C(N)=O)CC2)c2ccccc12
 : -13%[46.1 µM]	9%	0.9%	-2%	-2%	5%	-3%	-2%
- Cc1cc(C(=O)N/N=C/c2cc(N=Nc3ccccc3)ccc2O)n[nH]1
 : 1%	-10%	0.0%	?	-15%	-11%	12%	0%
- COc1ccc(N(CC(=O)Nc2ccc(C)cc2C)S(=O)(=O)c2ccccc2[N+](=O)[O-])c(OC)c1
 : 24%	5%	3.4%	?	0%	-3%	-14%	-9%
- CC(C)(C)OC(=O)NCCCC[C@H](NC(=O)c1nc[nH]c1C(=O)NC(c1ccccc1)c1ccccc1)C(=O)OC(C)(C)C
 : ?	2.8µM*	-1.6%	-16%	.	6%	-27%	-8%
- Cc1ccc(CS(=O)(=O)CCC(=O)NCc2ccccn2)cc1
 : -6%[46.1 µM]	-5%	-1.2%	-6%	-2%	0%	-5%	-3%
- C/C=C(\C)CN1CCc2cc(OC)c(OC)cc2C1
 : 11%[46.1 µM]	7%	-2.0%	0%	-2%	2%	-22%	16%
- CC(CC(=O)NC(C)c1ccc2c(c1)OCCO2)c1ccccc1 (stereo unspecified)
 : 14%	-5%	-2.5%	13%	-4%	1%	10%	-1%
- COc1ccc(-c2cc(C(F)(F)F)n3nc(C(=O)NCc4ccco4)cc3n2)cc1
 : -15%[46.1 µM]	?	1.9%	-9%	-19%	8%	-5%	-2%
- COc1ccc2c(c1)C(=O)N(c1ccccc1OC)C(=O)C2
 : -9%[46.1 µM]	18µM*	-0.8%	-8%	2%	-11%	0%	-5%
- COC(=O)Cc1ccc(NC(=S)NCc2ccco2)cc1
 : 8%	4%	-0.1%	4%	1%	-9%	-4%	-5%
- Cc1nc2c(c(=O)c3ccccc3n2C)c(=O)n1C1CCCCCC1
 : -40%	.	1.1%	4%	.	-4%	6%	-2%
- O=C(O)C1(NS(=O)(=O)c2ccc(Cl)cc2)CCCCC1
 : -11%[46.1 µM]	-8%	5.7%	-12%	-15%	2%	2%	3%
- COc1cc(CNCCc2ccccc2)ccc1OCC(=O)NC(C)(C)C
 : 0%[46.1 µM]	?	-1.3%	-7%	2%	-5%	-2%	1%

3 compounds drawn at random from the list so far:
Values run as follows: NPSR antagonist	ALDH1A1 inh	Epigenetic derep	Tau fluor cs	GAA inh	GLA spleen mod	GAA glycogen mod	aGlu spleen mod
- COc1cc(CNCCc2ccccc2)ccc1OCC(=O)NC(C)(C)C
 : 0%[46.1 µM]	?	-1.3%	-7%	2%	-5%	-2%	1%
- Cc1ccc(S(=O)(=O)N(C)C)cc1-n1c(SCC(=O)Nc2ccccc2)nc2ccccc2c1=O
 : -5%	-12%	0.0%	-27%	-15%	-6%	6%	-5%
- Cc1ccc(NC(=O)c2ccccc2Cl)c(Cl)c1
 : -7%[46.1 µM]	9%	-2.1%	-9%	-2%	-18%	9%	-19%

Later entries
Values run as follows: NPSR antagonist	ALDH1A1 inh	Epigenetic derep	Tau fluor cs	GAA inh	GLA spleen mod	GAA glycogen mod	aGlu spleen mod
- FC(F)(F)c1ccc(Cl)c(-n2c(-c3cc(C4CC4)[nH]n3)n[nH]c2=S)c1
 : 35%	?	1.0%	-1%	3%	0%	-8%	-1%
- O=C1NC(=Nc2ccc(O)cc2)S/C1=C\C=C\c1ccco1
 : 20%[7.67 µM]	.	1.1%	?	.	-8%	-1%	-5%
- Cn1cnnc1Sc1ccc(C(=O)NCCC23CC4CC(CC(C4)C2)C3)cc1[N+](=O)[O-]
 : -38%	2.8µM*	1.1%	-2%	3%	-2%	1%	-1%
- O=C(CSCC(=O)N1CCCCC1)OCC(=O)c1c[nH]c2ccccc12
 : -4%[46.1 µM]	?	0.0%	-21%	?	-4%	4%	0%
- CCCSc1nc2ccsc2c(=O)n1CC
 : 0%	-4%	-0.4%	2%	3%	-3%	-11%	-1%
- CCOc1ccccc1N(C)C(=O)C1CCN(S(=O)(=O)c2cccc3nonc23)CC1
 : -19%[46.1 µM]	2%	-1.2%	-15%	-6%	-6%	-11%	-8%
- O=[N+]([O-])c1cccc(S(=O)(=O)[N-]c2nc3ccccc3nc2-n2cc[n+](Cc3ccccc3)c2)c1
 : 10%	.	-2.6%	-9%	.	-7%	-3%	-1%
- COC(=O)c1c(-c2cccc(C)c2)csc1N
 : -4%[46.1 µM]	16%	-1.0%	-25%	0%	-11%	-9%	-20%
- COc1ccc(OC)c2sc(NC(=O)c3ccc(Cl)s3)nc12
 : -11%[46.1 µM]	13%	-1.7%	-20%	-11%	-13%	14%	-7%
- COc1ccc(C2CC(=O)c3cnn(-c4nc(C)cc(C)n4)c3C2)cc1 (stereo unspecified)
 : -3%	8%	2.1%	-7%	2%	-4%	-1%	0%
- CCCCc1c(C)nc2ccc(Br)cc2c1SC(N)N
 : -3%	-7%	-2.9%	-16%	14%	1%	14%	-1%
- Clc1ccc(Nc2cc(-c3ccccc3)nc3ncnn23)cc1
 : 17%	.	3.1%	-10%	.	8%	0%	-5%
- OCCN1CCN(CC(O)COc2ccc(Cl)cc2)CC1 (stereo unspecified)
 : -10%[46.1 µM]	3%	2.2%	-2%	-6%	-4%	-13%	-5%
- c1ccc(N2CCN(c3nnnn3-c3ccccc3)CC2)cc1
 : ?	?	-4.3%	-3%	-5%	2%	-10%	-2%
- Cc1ccc([N+](=O)[O-])cc1N=C(c1cccc(Br)c1)N1CCOCC1
 : -28%[46.1 µM]	-1%	-1.0%	-19%	-12%	1%	-23%	-3%
- CCN(c1ccccc1)c1cc(NC)[n+](C)c(C)n1
 : .	-13%	0.1%	-4%	.	0%	.	10%
- Cc1ccc(CCN2CC(C(=O)NCCN3CCCCCC3)CC2=O)cc1 (stereo unspecified)
 : -11%[46.1 µM]	11%	-0.3%	3%	4%	8%	10%	3%
- Cc1c(NC(=O)c2ccc(F)cc2)c(=O)n(-c2ccccc2)n1C
 : 4%[46.1 µM]	9%	1.4%	-3%	-14%	12%	6%	3%
- CC1=NC(C(F)(F)F)(C(F)(F)F)C(C#N)=C(C)N1
 : 0%[46.1 µM]	27%	0.9%	6%	1%	-6%	1%	1%
- CCNC(=O)N1CCN(CCCC(c2ccc(F)cc2)c2ccc(F)cc2)CC1
 : -13%[46.1 µM]	-9%	1.1%	-15%	.	23%	.	-7%
- CCN(CC)S(=O)(=O)c1cccc(C(=O)OCC(=O)Nc2ccc3c(c2)c2ccccc2n3CC)c1
 : 9%	22µM*	2.1%	?	-3%	9%	-3%	7%
- COC(=O)c1[nH]c2cc(OC)ccc2c1NC(=O)CCN1CCN(c2cccc(C)c2C)CC1
 : -27%[46.1 µM]	?	-7.2%	?	-1%	4%	-4%	1%
- CC1CN(Cc2nnc(-c3ccccc3)o2)CC(C)O1 (stereo unspecified)
 : 14%	4%	-1.1%	-9%	-4%	-3%	12%	.
- COc1ccc(CN2C(=O)c3cccnc3C2Nc2cc(Cl)ccc2OC)cc1 (stereo unspecified)
 : -30%[46.1 µM]	?	-0.9%	-21%	0%	-3%	2%	-11%
- COc1cccc(NC(=O)c2cccc(OC)c2OC)c1
 : -15%[46.1 µM]	2%	0.9%	-1%	-3%	3%	6%	-5%
- O=c1cc(-c2c(F)c(F)c(F)c(F)c2F)oc2c(F)c(F)c(F)c(F)c12
 : 3.2µM*	?	?	?	-2%	16%	-5%	5%
- CCOC(=O)N1CCN(c2c(N3CCN(c4cccc(C)c4C)CC3)c(=O)c2=O)CC1
 : -2%[46.1 µM]	9%	-3.1%	-5%	-9%	-6%	-4%	-14%

The list is partial; rates above refer to the full screens.
